bovine MsrA act = activators of bovine methionine sulfoxide reductase A; 360,000 compounds, 0.3% hits; purified bovine MsrA, absorbance read-out; AID 602163; activation, % at 10.6 µM; in the data active means activation above about 7.5%;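 further: 0% = vehicle and 100% = reference activator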
MsrA inhibitor = inhibits bovine methionine sulfoxide reductase A | purified bovine MsrA, absorbance read-out | inhibition, % at 15.5 µM | 360,000 compounds, 0.75% hits; in the data active means inhibition above about 4.5%;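 further: 0% = vehicle wells with enzyme and 100% = reference inhibitor wells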
Tb MetRS inh = blocks T. brucei methionyl-tRNA synthetase activity. purified T. brucei MetRS, ATP depletion, Kinase-Glo luminescence. inhibition, % at 11.9 µM. 360,000 compounds, 0.4% hits;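 active means inhibition above a per-plate cutoff of the control wells' mean inhibition plus 3 SD, cut at about 5.5% in these data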;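 further: 0% = DMSO wells median and 100% = median of wells with control inhibitor compound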
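Assay system: T. brucei methionyl-tRNA synthetase, purified | Medium: HEPES buffer with MgCl2, KCl, DTT, spermine, BSA, pyrophosphatase | Compound: 11.9 µM single point | Incubation: 15 min enzyme-compound preincubation, 2 h reaction, 10 min detection, 25 °C | Measured by: Kinase-Glo luciferase luminescence reporting remaining unconsumed ATP | Measure: % inhibition normalized to control-well medians | Replication: Singlicate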
LMPTP block = LMPTP (human) inhibition; P24666; recombinant LMPTP-A, OMFP fluorogenic substrate, fluorescence intensity; inhibition, % at 20 µM; 360,000 compounds, 0.22% hits; AID 651560;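 active means compounds that cut the enzyme signal by at least half of the control window in the single-dose screen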;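 further: plate controls were DMSO wells with enzyme plus substrate for no effect and substrate without enzyme for full effect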
Target sequence (P24666 whole entry, looked up): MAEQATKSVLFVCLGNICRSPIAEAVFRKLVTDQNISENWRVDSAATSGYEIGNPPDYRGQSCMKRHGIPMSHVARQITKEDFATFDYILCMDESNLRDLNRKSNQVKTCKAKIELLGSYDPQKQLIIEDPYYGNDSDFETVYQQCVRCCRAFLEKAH
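Assay system: LMPTP-A phosphatase enzyme | Input: 0.625 nM enzyme | Also added: Fluorogenic phosphatase substrate OMFP at 400 µM final | Compound dosing: One test concentration per compound, 20 µM, with 3% DMSO overall | Schedule: 50 min enzyme reaction at room temperature, protected from light | Signal: Fluorescence intensity | Benchmarks: no-enzyme and uninhibited controls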
DNMT1 inh = blocks human DNA methyltransferase DNMT1. P26358. DNMT1 molecular beacon, Hinp1I cleavage, fluorescence. inhibition (reported as % activation of signal), % at 10 µM. 360,000 compounds, 0.83% hits. AID 588458; in the data active means inhibition above about 50%
eLon inh = inhibits E. coli Lon protease | 360,000 compounds, 0.42% hits | inhibition, % at 7.94 µM | purified E. coli Lon protease, fluorescence polarization; in the data active means inhibition above about 13%, passing the limit was not always enough;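 further: 0% = enzyme with probe and DMSO and 100% = no enzyme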
SUMO1-SIM PPI = alters human SUMO1 binding to SIM partners. P63165. inhibition, % at 20 µM. SUMO1 binding to a labelled peptide, TR-FRET, 1 h. 360,000 compounds, 0.33% hits; in the data active means inhibition above about 37%
Target sequence (P63165 whole entry, looked up): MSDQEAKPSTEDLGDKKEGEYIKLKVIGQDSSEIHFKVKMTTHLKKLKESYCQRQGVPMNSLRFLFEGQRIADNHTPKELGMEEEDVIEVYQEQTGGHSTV
NRP1-CendR mod = NRP-1/CendR interaction modulation. O14786. inhibition, % at 25 µM. 360,000 compounds, 0.85% hits. FAM-RPARPAR peptide binding to NRP-1, fluorescence polarization;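 active means inhibition or corrected inhibition above about 18%, plus a signal ratio from 0.5 to 1.5, limit read from the data, passing the limit was not always enough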; further: strong numbers were not always called active
Scp1 inh = Scp-1 (human) phosphatase inhibition | Q9GZU7 | Recombinant Scp1, phosphopeptide, malachite green phosphate absorbance | inhibition, % at 20 µM | 340,000 compounds, 0.88% hits | AID 493091;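 active means inhibition above about 50% at 20 µM, limit read from the data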;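 further: plate controls were DMSO wells with enzyme for no effect and wells lacking enzyme for full effect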
Target sequence (Q9GZU7 76-261 limits assumed): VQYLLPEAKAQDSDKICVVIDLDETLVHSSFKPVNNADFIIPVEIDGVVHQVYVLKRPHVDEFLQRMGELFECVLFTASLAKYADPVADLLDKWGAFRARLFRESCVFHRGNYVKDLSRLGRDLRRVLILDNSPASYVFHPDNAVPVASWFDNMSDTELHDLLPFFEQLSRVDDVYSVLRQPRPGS
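Incubation: 45 min enzyme reaction at room temperature / System: truncated SCP-1 phosphatase (76-261aa) / Reagent: Phospho 17-mer peptide substrate / Buffer or medium: Acidic Tris acetate buffer with magnesium and detergent / Signal: absorbance at 630 nm / Doses: one concentration, 20 µM, with 1.0% DMSO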
STEP inh = STEP (human) phosphatase inhibition | P54829 | recombinant STEP, OMFP fluorogenic substrate, fluorescence | inhibition, % at 20 µM | 360,000 compounds, 0.25% hits | AID 588621;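 active means inhibition at 20 µM, scaled per plate between control wells, above about 37%, limit read from the data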;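 further: 0% = DMSO with enzyme and substrate and 100% = substrate only without enzyme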
Target sequence (P54829 whole entry, looked up): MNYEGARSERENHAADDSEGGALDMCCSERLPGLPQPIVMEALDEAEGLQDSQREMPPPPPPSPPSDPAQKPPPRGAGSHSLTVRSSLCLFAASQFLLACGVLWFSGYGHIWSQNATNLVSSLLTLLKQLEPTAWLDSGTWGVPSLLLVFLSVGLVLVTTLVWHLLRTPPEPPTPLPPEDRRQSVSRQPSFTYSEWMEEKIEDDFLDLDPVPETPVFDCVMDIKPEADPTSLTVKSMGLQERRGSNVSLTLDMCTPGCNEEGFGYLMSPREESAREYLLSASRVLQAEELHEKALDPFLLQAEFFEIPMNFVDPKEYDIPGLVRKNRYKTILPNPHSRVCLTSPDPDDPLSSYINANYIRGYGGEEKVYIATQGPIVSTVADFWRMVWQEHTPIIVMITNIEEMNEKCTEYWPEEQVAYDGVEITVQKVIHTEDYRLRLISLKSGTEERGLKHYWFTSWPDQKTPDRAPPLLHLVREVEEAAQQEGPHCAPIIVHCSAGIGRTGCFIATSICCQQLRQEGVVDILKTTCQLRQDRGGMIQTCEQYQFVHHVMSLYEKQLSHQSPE
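System: STEP phosphatase, cell-free reaction; Buffer or medium: Bis-Tris pH 6.0 buffer with DTT, detergent; Incubation: 20 min at room temperature, dark; Measured by: fluorescence, 480/540 nm.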
* marks the source's active call; other numbers are inactive results; nt = no result given.

SMILES,bovine MsrA act,MsrA inhibitor,Tb MetRS inh,LMPTP block,DNMT1 inh,eLon inh,SUMO1-SIM PPI,NRP1-CendR mod,Scp1 inh,STEP inh
Cc1ccc(SCCC(=O)Nc2ccccc2Br)cc1,6,-0.4,0.0,1.4,1,0,4,12,-15,3
CCNC(=S)NNC(=O)c1nn(C)c(C)c1Cl,-9,-0.8,-0.4,-2.0,2,2,1,0,-9,-2
Cn1c(=O)[nH]c(=O)c2c1nc(N1CCN(c3ccccc3)CC1)n2CCSc1ncccn1,-2,0.1,0.1,-1.4,4,-1,0,3,-11,-1
Cc1ccc2nc(SCc3cn4cccnc4n3)[nH]c2c1,-4,-0.4,0.2,-2.5,-1,3,-3,-6,-7,-4
Cc1cccc(CN2C(=O)c3ccccc3Sc3ccc(C(=O)NCCCN4CCOCC4)cc32)c1,0,0.1,0.5,-1.6,-4,12,0,1,-7,1
CN(CC(=O)Nc1cccc(F)c1)CC(=O)Nc1cccc([N+](=O)[O-])c1,-2,0.2,-0.1,-1.7,5,0,-19,3,-9,1
COc1ccccc1N1CCN(S(=O)(=O)c2c(C(=O)N3CCOCC3)c(C)n(C)c2C)CC1,0,-0.4,0.0,0.9,2,-15,-2,5,-2,-2
CC(C)CC(=O)N1CCN(S(=O)(=O)c2ccc(C3CCCCC3)cc2)CC1,-2,0.0,-0.3,2.7,-5,-12,3,-10,-5,2
O=C(O)COc1ccccc1/C=N/NC(=O)c1cc2ccccc2cc1O,-10,4.5,2.5,-0.2,-2,-14,-5,-8,4,-1
O=C(NNC(=S)Nc1cccc2ccccc12)c1cccc(Br)c1,-10,0.8,1.5,0.7,10,-11,-8,6,-8,-1
O=C(Nc1ccc(O)cc1)c1ccc2c(c1)C(=O)N(Cc1ccco1)C2=O,-6,0.8,-0.7,-0.3,15,-2,-2,-11,0,3
COc1cc(CCCN2C(=S)NC[C@@H]2CC2CCCCC2)cc(OC)c1OC,-2,0.7,-0.1,0.9,-5,-2,7,-15,5,-2
O=C(c1cccs1)N1CCC(N2CCN(c3ccccc3)CC2)CC1,-6,0.1,-0.7,-2.1,1,-7,-3,0,2,4
COc1ccccc1OCc1nc2ccccc2[nH]1,-11,0.5,3.9,-1.1,9,2,1,1,-7,3
CC(=O)Nc1ccc(/C=N/NC(=O)c2cc3cc(C)ccc3nc2C)cc1,-5,3.3,-0.5,0.8,5,0,-13,-2,-10,4
O=C(Nc1ccc(CN2CCOCC2)cc1)c1ccc(F)cc1,-3,-0.3,-0.5,-0.1,1,-14,4,1,-11,-4
COc1cccc(/C=N/NC(=O)c2ccc(=O)[nH]n2)c1O,-4,3.3,-0.3,-1.1,4,-5,-24,-2,-6,0
Cc1onc(-c2ccc(Cl)cc2)c1-c1ccnn1S(=O)(=O)c1ccc(Cl)cc1,0,-0.7,-0.3,2.8,1,-3,9,-4,-12,6
Cc1ccc(-c2csc3ncnc(N4CCN(C(=O)c5ccco5)CC4)c23)cc1,-2,-0.3,-0.3,1.2,-6,-15,-3,-7,7,4
CC(CO)NS(=O)(=O)c1cc(Cl)ccc1F (centres undefined),0,-0.8,-0.4,-2.6,5,3,-1,12,nt,-3
c1ccc(-c2onc3c2CCCC3)cc1,-5,2.6,-0.4,0.5,1,-7,2,2,-3,1
COc1ccc(N2CCN(C(=O)COC(=O)Cc3c(F)cccc3Cl)CC2)cc1,-3,-0.6,-0.4,0.6,0,-9,-1,8,-2,2
NC(=O)C1Cc2ccccc2CN1S(=O)(=O)c1ccc(Cl)s1 (centres undefined),0,-0.6,-0.4,-0.3,-1,6,4,10,-5,2
COC(=O)c1ccccc1NC(=O)C1CCCCC1C(=O)O (centres undefined),-3,-0.5,-0.8,-1.5,4,-9,1,1,-4,1
N#CC(C(=O)NCc1ccco1)c1nc2ccccc2nc1N1CCOCC1 (centres undefined),1,1.0,0.4,-0.4,-5,-6,-10,-1,-10,3
CCOC(=O)[C@]12CCCC=C1N(CCC1=CCCCC1)C(=O)[C@H](CC(=O)NCc1ccc(OC)c(OC)c1)C2,nt,1.0,-0.2,1.1,nt,nt,-1,4,nt,nt
CC1(C)SC2c3ccccc3C(=O)N2[C@@H]1C(=O)NCc1ccco1 (some centres undefined),-2,2.1,-1.0,-0.7,-3,-7,0,-4,-1,-1
CCCc1cc(=O)oc2cc(C)cc(OC(C)C(=O)NCCCn3ccnc3)c12 (centres undefined),-2,0.1,-0.8,1.8,-3,0,-2,6,-2,-3
Cc1nc2nc(SCC(=O)c3cccc([N+](=O)[O-])c3)[nH]c2cc1Br,-1,2.2,1.2,0.7,-8,7,-11,-6,-7,1
CCC1CCCCN1CCCNC(=O)COc1cc(=O)n(C)c2ccccc12 (centres undefined),-1,0.7,-0.5,-0.9,-1,-1,44*,-16,-9,-3
Cc1ccc(Oc2ccc(OCC(=O)NC3CCS(=O)(=O)C3)cc2)cc1 (centres undefined),2,0.5,-0.4,0.0,0,5,-3,5,-5,-2
CCCC(c1nnnn1CS(=O)(=O)c1ccc(C)cc1)N1CCN(CC)CC1 (centres undefined),-1,-0.2,-0.5,-1.5,-3,-4,0,6,3,6
CCC(=O)OCCn1c(=O)c2cc3c(=O)n(CCOC(=O)CC)c(=O)c3cc2c1=O,2,-0.5,-0.4,0.2,3,7,-36,0,-1,0
CN1CCN(c2ccccc2NC(=O)c2cc(Br)ccc2Cl)CC1,-11,1.3,-2.0,-0.8,-1,-2,-4,17,-9,-1
Cc1ccc(S(=O)(=O)N2CCOCC2)cc1NC(=O)COC(=O)C1=COCCO1,-6,-0.1,0.2,2.3,-1,6,4,-9,-7,1
CCCCC(CC)C1OCC(CN2CCCC2)O1 (centres undefined),-2,0.5,-0.1,-0.4,4,3,2,-5,-18,0
CCOC(=O)CNC(=O)Cn1cnc2c(cnn2-c2ccc(C)cc2)c1=O,-3,0.7,1.7,-0.7,0,6,1,-4,-10,-3
CCc1cccc(NC(=O)CCC(=O)O)c1,-4,-0.2,-0.6,-0.2,1,-10,0,-11,0,0
Cn1c(=O)c2c(nc(CN3CCC(C(N)=O)CC3)n2CCc2ccccc2)n(C)c1=O,-2,-1.0,-0.7,-1.5,-1,-4,-2,14,-2,2
C#CCOCCOCCOCCNc1nc(N2CCN(C(=O)[C@H]([C@@H](C)CC)n3cc([C@@H](N)CO)nn3)CC2)nc(N2CCN(C(=O)[C@H](CCCCN)n3cc([C@@H](N)CO)nn3)CC2)n1,-9,1.4,-0.6,-4.8,4,-3,-24,-1,-2,0
CC(C)c1ccc(Nc2ncccc2C#N)cc1,0,0.5,-0.5,0.2,0,3,0,2,-5,-4
CCOC(=O)c1c(C)[nH]c(C(=O)OCc2ccc(C)cc2)c1C,-1,-1.4,-0.3,2.5,-1,-4,-1,4,-6,1
Cc1ccc(C(=O)N/N=C/c2ccc3c(c2)OCO3)o1,-7,5.8*,-1.0,0.7,2,-1,-5,-4,-4,0
CC(NC(=O)c1ccccc1)C(=O)NNC(=O)c1ccccc1Cl (centres undefined),-3,-1.3,-0.3,-2.3,0,-5,0,15,-10,-1
O=C(O)CCCC(=O)Nc1cc([N+](=O)[O-])ccc1O,-6,2.5,-0.1,1.4,-2,-5,-13,7,-8,-4
CCCOc1cc(C)c(S(=O)(=O)n2nnc3ccccc32)cc1C,-8,-0.7,-0.9,-1.6,-1,-10,-2,-2,0,0
Cn1c(=O)c(=O)n(C)c2cc(N3CCOCC3)c(NS(=O)(=O)c3ccc(F)c(Cl)c3)cc21,-4,1.5,-0.3,0.0,1,8,-1,-1,8,-2
CN(c1ccc(Cl)cc1)c1cc2c(c3c1ccn3C)C1CCC2O1 (centres undefined),-5,-0.5,0.1,3.1,-10,-11,-3,-10,nt,2
CCc1ccc(N=CC2=C(O)CC(c3ccco3)CC2=O)cc1 (centres undefined),-2,3.9,0.2,2.3,3,-8,-8,1,-2,2
Cc1noc(/C=C/N(C)C)c1S(=O)(=O)N1CCCC(C(=O)NCCC2=CCCCC2)C1 (centres undefined),-3,0.7,-0.6,-0.4,-2,-18,-4,-1,-7,3
COc1ccc(-c2n[nH]c(=S)n2N)c(OC)c1,-5,-1.3,-0.5,-0.5,-1,4,-4,2,-1,6
CC[C@@]12C(=O)N(c3cccc(F)c3)C(=O)N1[C@H](c1cccc(C)c1)[C@@H]1C(=O)N(Cc3ccccc3)C(=O)[C@@H]12,-2,-0.9,-0.3,0.5,-4,-14,2,-11,0,-1
Oc1ccc(-c2cnc(-c3ccc(O)cc3)nc2)cc1,-1,1.1,-0.2,0.9,-12,8,6,4,3,-1
Cc1cccc(-n2c(C)nc3ccsc3c2=O)c1,-2,-1.2,-0.3,-2.2,-1,-2,5,-7,0,-2
O=C1c2ccncc2C(=O)N1CO,-11,0.3,-0.6,-1.0,1,-6,-9,11,-5,1
Cc1nn(CC(=O)NCCCN2CCC(N3CCCCC3)CC2)c(=O)c2cc(-c3ccccc3)nn12,-1,-0.5,-0.2,-5.7,-1,-8,-64,3,-9,-2
COC(=O)N/N=C/c1ccc(OC(=O)/C=C/c2ccco2)cc1,0,-0.1,0.2,4.9,53*,-9,-12,-23,56*,6
Cc1cc(NC(CC(C)C)C(=O)O)nc(Cc2ccccc2)n1 (centres undefined),-3,-0.5,-1.2,-2.2,2,-1,1,3,4,-2
Cc1ccc(C)c(N2CCN(C(c3ccc(N(C)C)cc3)c3nnnn3C(C)(C)C)CC2)c1 (centres undefined),-3,-1.0,-0.7,3.0,-5,-10,4,-16,-7,3
CSc1ccccc1NC(=O)CN(C)C(=O)c1ccc(NC(=O)c2cccs2)cc1,-1,-1.6,0.0,-0.3,-1,0,3,-3,-14,0

Part of the list above, reduced to bovine MsrA act:
| mol | bovine MsrA act |
| --- | --- |
| Cc1cc(NC(CC(C)C)C(=O)O)nc(Cc2ccccc2)n1 (centres undefined) | -3 |
| Cc1ccc(Oc2ccc(OCC(=O)NC3CCS(=O)(=O)C3)cc2)cc1 (centres undefined) | 2 |
| CC(NC(=O)c1ccccc1)C(=O)NNC(=O)c1ccccc1Cl (centres undefined) | -3 |

Compound activity (PubChem BioAssay)
